Bioassay records: PubChem BioAssay, The Scripps Research Institute Molecular Screening Center
MITF inh = MITF inhibitors, primary screen, biochemical, AlphaScreen, human; Microphthalmia-associated transcription factor (Homo sapiens), O75030; AlphaScreen MITF homodimerization, bead proximity signal; inhibition, % at 2.6 µM; 0.91% of 650,000 active; in the data active means inhibition above about 50%;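 further: 0% = vehicle wells with protein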
Target sequence (O75030 whole entry, looked up): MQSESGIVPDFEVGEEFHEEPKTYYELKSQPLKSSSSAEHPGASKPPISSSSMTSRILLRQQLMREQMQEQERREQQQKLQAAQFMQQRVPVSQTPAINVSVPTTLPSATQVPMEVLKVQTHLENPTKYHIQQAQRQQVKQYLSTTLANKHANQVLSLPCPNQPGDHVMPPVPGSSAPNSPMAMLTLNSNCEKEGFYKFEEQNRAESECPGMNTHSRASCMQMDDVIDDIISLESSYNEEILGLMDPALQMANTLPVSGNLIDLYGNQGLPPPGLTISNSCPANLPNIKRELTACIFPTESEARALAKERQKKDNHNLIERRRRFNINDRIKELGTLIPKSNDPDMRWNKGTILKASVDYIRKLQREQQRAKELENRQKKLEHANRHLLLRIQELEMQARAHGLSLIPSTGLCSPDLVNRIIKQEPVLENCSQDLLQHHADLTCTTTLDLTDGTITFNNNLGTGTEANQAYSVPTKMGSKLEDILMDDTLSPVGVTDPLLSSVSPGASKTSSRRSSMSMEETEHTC
FBW7 activator = FBW7 E3 ligase activators, primary screen, biochemical, AlphaScreen, human; normalized activity (activation), % at 26.1 µM; AID 1259310, 2017; 0.13% of 650,000 active; F-box/WD repeat-containing protein 7 (Homo sapiens), Q969H0; AlphaScreen FBW7–phospho-cyclin E peptide binding, activator screen; in the data active means normalized activity above about 1.9%;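 further: purified mutant Fbw7 with reduced substrate affinity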
GPR151 ag = activators of human GPR151, primary screen, cell-based, PathHunter beta-arrestin, luminescence; G-protein coupled receptor 151 (Homo sapiens), Q8TDV0; PathHunter beta-arrestin GPR151 cells; activation, % at 11.2 µM; 1% of 650,000 active; in the data active means activation above about 4.9%;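 further: 0% = median of compound wells and 100% = cells with positive control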
Target sequence (Q8TDV0 whole entry, looked up): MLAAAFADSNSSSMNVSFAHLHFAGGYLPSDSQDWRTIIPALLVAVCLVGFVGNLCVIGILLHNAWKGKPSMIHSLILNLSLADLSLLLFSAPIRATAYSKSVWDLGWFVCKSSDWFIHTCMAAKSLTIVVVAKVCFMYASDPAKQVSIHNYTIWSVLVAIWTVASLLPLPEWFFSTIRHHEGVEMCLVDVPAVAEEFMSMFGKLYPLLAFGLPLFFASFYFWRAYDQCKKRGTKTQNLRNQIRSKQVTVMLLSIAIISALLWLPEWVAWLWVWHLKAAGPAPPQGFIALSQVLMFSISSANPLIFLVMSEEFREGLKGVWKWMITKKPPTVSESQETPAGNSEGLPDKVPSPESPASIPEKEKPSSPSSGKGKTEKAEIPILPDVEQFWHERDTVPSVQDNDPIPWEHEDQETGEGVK
TEAD-YAP block = TEAD-YAP interaction inhibition, primary screen, TEAD-YAP interaction inhibitor project, luminescence, HEK-TIYL cells | inhibition, % at 9.12 µM | TEAD-Gal4/YAP UAS-luciferase luminescence | 1.4% of 640,000 active; in the data active means inhibition above about 32%;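 further: 0% = median of test compound wells and 100% = reference inhibitor wells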
An asterisk follows results filed as active. Random draw from the library; overall some 3.4% were active at least once.

entry	mol	MITF inh	FBW7 activator	GPR151 ag	TEAD-YAP block
1	O=C(Nc1nccs1)c1oc2ccccc2c1CSc1nccs1	12	0.2	-1.5	-25
2	COc1cccc(NC(=O)NCc2ccccc2Cl)c1	-12	-0.1	-0.9	-24
3	CCOc1ccccc1CNC(=O)Cn1c(=O)c2cccn2c2cccnc21	5	-0.1	-0.3	5
4	CCOC(CNC(=O)CCNC(=O)c1ccc(OC)c(OC)c1)OCC	1	-0.1	-2.4	4
5	COc1ccc(/C=C2\SC(N)=NC2=O)cc1Br	-3	-0.1	0.9	4
6	CCOC(=O)c1c(C)[nH]c(NC(=O)N2CCOCC2)c1C	-2	0.7	-0.8	-2
7	CCOC(=O)/C(C#N)=C(\O)c1ccc(NC(=O)c2cccc([N+](=O)[O-])c2)cc1	3	0.7	0.2	13
8	O=c1c2ccccc2nnn1CSc1ncnc2sc3c(c12)CCCC3	1	-0.1	-0.7	-6
9	O=C(CCCOc1ccc(Cl)cc1Cl)Nc1ccncc1	-4	-0.1	-0.8	15
10	COc1cc(Nc2cc(NCc3ccccc3)ncn2)cc(OC)c1OC	-2	-0.1	2.4	-15
11	CCCNC(=O)c1ccc(NS(C)(=O)=O)cc1	-20	0.0	-0.2	-7
12	CCN(CC)C(=O)CSc1nc2n[nH]c(C)c2c(=N)n1-c1ccc(Oc2ccccc2)cc1	10	0.1	0.6	42*
13	COC(=O)Cc1c(C)c2ccc(OC(=O)c3ccco3)cc2oc1=O	8	0.0	9.0*	-7
14	C=CC(=O)NNc1cc(C)c2ccc(OC)cc2n1	1	0.1	0.5	6
15	O=C(c1ccccc1)N1CC(COc2ccccc2)OC(c2cccc([N+](=O)[O-])c2)O1 (configuration not stated)	7	-0.1	0.7	15
16	CN(CCc1ccccn1)C(=O)Cn1cnc2c1c(=O)n(C)c(=O)n2C	15	0.5	0.1	2
17	NS(=O)(=O)c1ccc(CCNC(=O)CCCn2c(SCC(=O)N3CCCC3)nc3ccsc3c2=O)cc1	-3	0.0	0.8	13
18	Cc1nc2ccccc2c2oc(C(=O)NC3CCN(Cc4ccccc4)CC3)cc12	13	-0.2	-0.5	-1
19	O=C1CC(c2cccc([N+](=O)[O-])c2)Sc2nc3ccccc3n21 (configuration not stated)	-1	0.0	4.4	5
20	O=C(CN1CCCC(c2ncncc2-c2ccncc2)C1)N1CCc2ccccc21 (configuration not stated)	18	0.0	0.1	-2
21	COCCNC(=O)COc1cc(=O)n(C)c2ccccc12	-3	-0.1	0.8	0
22	CCSC1=C(C#N)[C@H](c2ccccc2[N+](=O)[O-])C(C(C)=O)=C(C)N1	1	0.0	1.4	2
23	O=C(CSc1ncccn1)Nc1ccc(C(=O)NC2CC2)cc1	1	0.1	-0.6	7
24	COc1ccc(CCNC(=O)CSc2nc3ccccc3c(=O)n2CCCC(=O)NCc2ccccc2)cc1OC	10	0.2	0.7	0
25	COc1ccc(-n2ncc3c(Nc4ccc(OC)c(OC)c4)ncnc32)cc1	2	0.1	1.5	4
26	O=C(NCCc1ccccc1)/C(=C\c1cccc([N+](=O)[O-])c1)NC(=O)c1ccco1	-17	-0.1	1.2	1
27	O=C(Nc1cccc(-c2nc3ncccc3o2)c1)c1ccc(Cl)c(Cl)c1	-6	-0.1	0.3	7
28	Cc1nc(-c2ccc([N+](=O)[O-])cc2)cs1	-1	-0.1	-0.8	-12
29	O=C(Nc1cc(Cl)ccc1Cl)C1CCCN1S(=O)(=O)c1ccc(Cl)s1 (configuration not stated)	22	1.2	2.6	5
30	COC(=O)C1=C(N)OC2=C(C(=O)CC(c3ccccc3)C2)C1c1cccc(OC)c1 (configuration not stated)	-8	0.1	-0.5	-2
31	CN1CCC(N(C2CC2)S(=O)(=O)c2ccc(NC(=O)c3ccco3)cc2)CC1	2	0.0	0.5	-1
32	Cc1nnc(N/N=C/c2ccc(C(C)C)cc2)[nH]c1=O	11	0.0	-0.2	-16
33	Cc1cncc2c(S(=O)(=O)N3CC[C@@H](N)C3)cccc12	-2	-0.1	0.3	4
34	CCCOC(=O)c1cccc(NC(=O)C(CC(C)C)N2C(=O)c3ccccc3C2=O)c1 (configuration not stated)	5	-0.1	-1.3	-1
35	COc1cccc2sc(Nc3nnc(-c4ccc(Cl)cc4)o3)nc12	-10	-0.1	0.6	-8
36	O=C(CN1N=C(c2ccccc2)CCC1=O)NCc1ccco1	5	0.0	-0.1	-4

Results in FBW7 activator and GPR151 ag, for 2 of the compounds above:
| no. | SMILES | FBW7 activator | GPR151 ag |
| --- | --- | --- | --- |
| 19 | O=C1CC(c2cccc([N+](=O)[O-])c2)Sc2nc3ccccc3n21 (configuration not stated) | 0.0 | 4.4 |
| 15 | O=C(c1ccccc1)N1CC(COc2ccccc2)OC(c2cccc([N+](=O)[O-])c2)O1 (configuration not stated) | -0.1 | 0.7 |

Returning to the listing, starting two compounds before the break.
entry	mol	MITF inh	FBW7 activator	GPR151 ag	TEAD-YAP block
35	COc1cccc2sc(Nc3nnc(-c4ccc(Cl)cc4)o3)nc12	-10	-0.1	0.6	-8
36	O=C(CN1N=C(c2ccccc2)CCC1=O)NCc1ccco1	5	0.0	-0.1	-4
37	O=C(Cc1cn(-c2ccc(N3CCCC3CO)nn2)c2ccccc12)NC1CCN(Cc2ccccc2)CC1 (configuration not stated)	0	-0.1	-0.4	3
38	Cc1nc2nc[nH]n2c(=O)c1CCC(C)C	-13	-0.1	-0.6	4
39	COc1ccc(-c2[nH]nc3c2C(c2ccc(OC)c(OC)c2OC)C(C#N)=C(N)O3)cc1OC (configuration not stated)	-2	-0.3	-0.8	8
40	CCCC(=O)N(c1ccc(C)cc1)C1C=CS(=O)(=O)C1 (configuration not stated)	12	0.0	3.4	3
41	COc1ccc(Nc2c(-c3ccccc3O)nc3c[n+](CC(N)=O)ccn23)cc1	2	-0.2	0.4	-3
42	CC1Cn2c(nc3c2c(=O)[nH]c(=O)n3C)O1 (configuration not stated)	16	0.0	0.5	3
43	COC(=O)c1ccc(NC(=O)CSc2ccc3nnc(-c4cccnc4)n3n2)cc1	-3	-0.1	-0.1	7
44	C[C@H]1C(=O)N2CCN(CCCc3ccccc3)C[C@@H]2C(=O)N1C	-10	-0.2	-0.2	1
45	O=C(O)c1ccc(N2C=NC=NNC2)cc1	-11	-0.1	2.2	-2
46	Cc1nc(-c2ccccc2)c2cc([N+](=O)[O-])ccc2n1	18	0.5	-1.1	-3
47	Cn1c(SCC(=O)c2ccc(Cl)c(Cl)c2)nnc1-c1cccnc1	7	-0.1	-0.3	1
48	NCCCn1nnc2ccccc21	6	0.1	-0.4	6
49	CC1=CC(C)(C)N(C(=O)CSc2n[nH]c(-c3ccccc3)n2)c2ccc(C)cc21	12	0.3	-0.6	1
50	COc1ccc(-c2oc3ncn(CCO)c(=N)c3c2-c2ccc(OC)cc2)cc1	-3	-0.2	0.3	-17
51	COCc1cc(C)nc2sc(C(=O)c3ccc(Cl)cc3Cl)c(N)c12	-7	0.5	0.8	9
52	CCOC(=O)c1cc(S(=O)(=O)N2CCN(c3ccccc3OC)CC2)cn1C	-13	-0.1	1.5	8
53	O=C1NC(NS(=O)(=O)c2ccccc2)(C(F)(F)F)C(=O)N1Cc1ccccc1 (configuration not stated)	8	0.0	-1.4	-1
54	Cc1ccccc1C(=O)NNc1ncnc2c1cnn2C	-2	0.0	1.8	2
55	CCC(C(=O)NC(C)c1ccc2c(c1)OCCO2)n1c2ccccc2c2nc(=O)cc(C)n21 (configuration not stated)	3	0.2	-0.9	4
56	COc1ccc(CCNC(=O)CSCc2nc(-c3sccc3C)oc2C)cc1OC	13	0.0	0.0	-1
57	Cc1csc(CNC2CCN(c3cccc(NC(=O)CCCc4ccccc4)c3)CC2)n1	14	-0.2	-2.1	3
58	O=S(=O)(NCCCCNS(=O)(=O)c1ccc(F)cc1)c1ccc(F)cc1	8	0.0	-0.3	13
59	CC1CCCN(S(=O)(=O)c2ccc3[nH]c(=O)cc(C(=O)NC4CC4)c3c2)C1 (configuration not stated)	-2	0.1	0.3	-5
60	C=C1C2(C(N)=O)CCC(C2)C1(C)C (configuration not stated)	3	0.0	1.9	2
61	CC(=O)OCC1(C)CN(c2ccccc2)N(C(=O)c2ccc(F)cc2)C1=O (configuration not stated)	2	-0.2	-0.5	8
62	Cc1ccc(/C=C/C(=O)O)cc1S(=O)(=O)Nc1ccc(C(=O)O)cc1	16	0.1	-1.4	4
63	COc1cc(S(=O)(=O)NC2CC(C)(C)NC(C)(C)C2)ccc1Br	5	0.8	-1.9	8
64	Cc1cc(C)c(S(=O)(=O)/N=C2\C=CC(=O)C(Cl)=C2)c(C)c1	-10	0.6	1.2	0
65	CCN1CCCC1CNC(=O)c1cn(-c2ccc(OC)cc2)c(=O)c2ccccc12 (configuration not stated)	0	0.1	0.5	3
66	Cc1cc(OCc2nc(-c3ccc(NC(=O)c4cccnc4)cc3)no2)ccc1Cl	1	0.5	0.6	-1
67	Cc1cnc(Nc2cnccn2)nc1NCc1cccc(C(F)(F)F)c1	8	-0.1	1.8	46*
68	Cc1ccc(S(=O)(=O)NCCCCCC(N)=O)cc1	-5	0.0	0.5	4
69	COc1ccc(C(=O)Nc2cc3nn(-c4ccc(Cl)cc4)nc3cc2C)cc1[N+](=O)[O-]	-8	-0.2	0.3	-6
70	O=C1N/C(=C/c2cc(Br)cs2)C(=O)N1c1cccc(Cl)c1	8	0.9	-0.3	-4
71	COc1ccc(-c2nc(SCC(=O)NCc3ccccc3)n[nH]2)cc1	1	-0.1	0.2	1
72	CC1(C)CC(=O)C2=C(C1)N(c1cccc(Cl)c1Cl)C1=C(C(=O)CC(C)(C)C1)C2c1ccc(F)c(Br)c1	-2	-0.1	0.2	0
73	CC1=C(C(=O)OC2CCCCCC2)C(c2cccc(F)c2)C2=C(CCCC2=O)N1 (configuration not stated)	0	0.0	-1.5	2
74	O=C(NCCN1CCOCC1)c1ccc(N2CCC3(CC2)OCCO3)c([N+](=O)[O-])c1	-8	0.1	-1.8	4
75	CCN(CC)C(=O)CN1CCN(c2ccccc2OC)CC1	30	0.0	-0.1	10
76	O=C(c1ccc2c(Cl)c3c(nc2c1)CCCC3)N1CCN(C(=O)c2ccco2)CC1	22	0.2	-0.3	-3
77	CCn1c2ccccc2c2cc(CNCCc3ccc(F)cc3)ccc21	25	-0.1	0.3	-1
78	CC(C)NC(=O)c1c(O)c2cccc3c2n(c1=O)CC3	11	-0.1	0.7	-8
79	CC(=O)Nc1ccc(C(=O)NCc2ccc3c(c2)OCO3)cc1	5	0.0	-1.7	6
80	COc1ccc(CCNc2cc(N3CCN(C(=O)c4ccccc4Cl)CC3)ccc2[N+](=O)[O-])cc1OC	18	0.1	0.5	7
81	CCCCC(=O)Nc1ccc(C(=O)NNC(=O)c2ccco2)cc1	17	0.4	-0.9	3
82	CC(C)CC(NC(=O)c1cccnc1)c1nnc2n1CCN(Cc1ccoc1)CC2 (configuration not stated)	-3	0.1	1.4	-1
83	COC(=O)c1cc(CN2CCN(c3ccccc3C)CC2)ccc1O	44	0.0	0.6	7
84	CC(=O)N[C@H]1[C@H](Oc2ccc(C(C)(C)C)cc2)O[C@H](CO)[C@@H](O)[C@@H]1O	1	-0.1	-1.8	-4
85	COc1ccccc1N1CCN(C(=O)c2cnn3cccnc23)CC1	2	0.0	-0.8	7
86	CCOC(=O)c1sc(NC(=O)CSc2nccc(C)n2)c(C#N)c1C	12	0.3	-0.7	-5
87	COc1ccc(C)cc1S(=O)(=O)N(C)CC(N)=O	-4	0.2	2.6	-2
88	COc1cc(C)c(S(=O)(=O)NC2CC(C)(C)NC(C)(C)C2)cc1C	-18	0.1	-0.8	4
89	CCc1ccc(OCCS(=O)(=O)Nc2nc(C)c(C)s2)cc1	-4	-0.2	-0.1	-13
90	Cc1cc(NC(=O)Cc2cccs2)nn1CC(=O)NCc1ccco1	3	0.0	-0.3	5
91	CCOc1ccc2nc(SCC(=O)Nc3cc(OC)cc(OC)c3)c(C#N)cc2c1	-7	0.2	-0.3	0
92	COc1ccc(C(=O)N/C(=C\c2ccc([N+](=O)[O-])cc2)C(=O)Nc2cccc(F)c2)cc1Br	2	0.4	-0.2	-12
93	CCCOC(=O)c1cc(-c2ccc(OC)cc2)nc2ccccc12	-10	0.5	0.9	9
94	COc1cc(NC(=O)CCN2CCN(CCO)CC2)cc(OC)c1	-7	-0.1	0.0	5
95	Cc1cc(S(=O)(=O)N2CCCC2)ccc1OCC(=O)O	1	-0.2	0.6	1
96	COc1ccc(C2=NN(C(=O)CSc3nnc(CNC(=O)c4cccs4)n3CCc3ccccc3)C(c3ccc(F)cc3)C2)cc1 (configuration not stated)	18	0.4	-0.5	12
97	NC(=O)c1c(NC(=O)CCCCl)sc2c1CCCC2	9	0.1	-0.7	-2
98	Clc1cc(Cl)c2nc(-c3ccccc3)c(-c3ccccc3)nc2c1	6	0.0	2.0	7

Exported in transposed form: 4 of the compounds above
#95 Cc1cc(S(=O)(=O)N2CCCC2)ccc1OCC(=O)O
#96 COc1ccc(C2=NN(C(=O)CSc3nnc(CNC(=O)c4cccs4)n3CCc3ccccc3)C(c3ccc(F)cc3)C2)cc1 (configuration not stated)
#97 NC(=O)c1c(NC(=O)CCCCl)sc2c1CCCC2
#98 Clc1cc(Cl)c2nc(-c3ccccc3)c(-c3ccccc3)nc2c1

entry no.	95	96	97	98
MITF inh	1	18	9	6
FBW7 activator	-0.2	0.4	0.1	0.0
GPR151 ag	0.6	-0.5	-0.7	2.0
TEAD-YAP block	1	12	-2	7
